# High-throughput results deposited in PubChem by several laboratories.
# Ba/F3 V617F tox = loss of viability in JAK2V617F-driven Ba/F3 cells | Ba/F3 EpoR-JAK2V617F viability, ATP luminescence | inhibition, % at 5.6 µM | hit rate 1.1% among 220,000;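 active means inhibition above the campaign mean plus 3 SD over all tested compounds, cut at about 24% in these data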;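 further: cytokine-independent growth of Ba/F3 cells driven by EpoR plus mutant JAK2; 0% = DMSO-treated cells and 100% = JAK inhibitor I control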
# BaF3 parental = parental Ba/F3 viability inhibition as JAK2V617F counter-screen; hit rate 1.1% among 220,000; inhibition, % at 5.6 µM; CellTiter-Glo ATP luminescence;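 active means inhibition above a per-campaign cutoff, the mean inhibition of all tested compounds plus 3 SD, cut at about 27% in these data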;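 further: 0% = DMSO wells and 100% = JAK Inhibitor I control wells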
# NPY-Y2 PAM-ag = potentiators or agonists of human neuropeptide Y receptor Y2. AID 1359. cells expressing NPY-Y2, potentiator/agonist read-out. P49146. hit rate 0.45% among 220,000. activation, % at 3.6 µM; in the data active means activation above about 27%;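 further: cells stimulated with NPY near EC25 plus isoproterenol at EC100; 0% = vehicle plus submaximal agonist and 100% = vehicle plus saturating agonist; some results beyond the cut were filed as inactive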
# RBBP9 inhibitor = human RBBP9 hydrolase inhibition; O75884; recombinant RBBP9, FP-Rh probe fluorescence polarization; inhibition, % at 7.94 µM; hit rate 0.2% among 220,000;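 active means inhibition above the campaign mean of all tested compounds plus 3 SD, cut at about 14% in these data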;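 further: plate controls were DMSO wells with RBBP9 for no effect and wells lacking RBBP9 protein for full effect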
# Target sequence (O75884 whole entry, looked up): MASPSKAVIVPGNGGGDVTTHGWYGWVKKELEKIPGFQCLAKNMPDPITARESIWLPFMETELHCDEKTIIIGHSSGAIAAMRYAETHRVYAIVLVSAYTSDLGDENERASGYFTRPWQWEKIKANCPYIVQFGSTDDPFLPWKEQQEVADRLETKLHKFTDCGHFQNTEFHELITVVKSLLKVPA
#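 System: RBBP9 protein / Quantity: 2.5 µM RBBP9 dispensing solution, before mixing / Also added: Serine-hydrolase probe FP-Rh, 375 nM pre-mixing / Dosing: 7.94 µM single dose, 0.794% DMSO / Timing: enzyme-compound preincubation 30 min, then probe labeling 45 min, 25 °C / Signal: FP readout at 525/598 nm / Controls: DMSO-treated enzyme wells and wells lacking RBBP9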
# NPY-Y1 antag = antagonists of human neuropeptide Y receptor Y1. HEK293-CNG Y1 cells, membrane potential fluorescence; NPY at EC95, then isoproterenol. inhibition, % at 3.6 µM. hit rate 1% among 200,000. AID 1040;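 active means inhibition above the campaign mean inhibition of all tested compounds plus 3 SD, cut at about 20% in these data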;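 further: 0% = DMSO wells given NPY plus isoproterenol and 100% = isoproterenol alone without NPY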
#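 Assay system: HEK293 Y1/CNG channel cell line; Doses: single compound dose of 3.6 µM, 0.4% DMSO; Timing: dye 3 h, compound 60 min room temperature, stimulation 45 min; Technique: Membrane-potential fluorescent dye readout; Measure: % inhibition of NPY effect.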
# S1P4 ag = human S1P4 receptor agonism; activation, % at 4.98 µM; S1P4-expressing cell line, agonist reporter assay; O95977; hit rate 0.35% among 220,000; in the data active means activation above about 11%;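 further: 0% = DMSO vehicle and 100% = reference agonist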
# Target sequence (O95977 whole entry, looked up): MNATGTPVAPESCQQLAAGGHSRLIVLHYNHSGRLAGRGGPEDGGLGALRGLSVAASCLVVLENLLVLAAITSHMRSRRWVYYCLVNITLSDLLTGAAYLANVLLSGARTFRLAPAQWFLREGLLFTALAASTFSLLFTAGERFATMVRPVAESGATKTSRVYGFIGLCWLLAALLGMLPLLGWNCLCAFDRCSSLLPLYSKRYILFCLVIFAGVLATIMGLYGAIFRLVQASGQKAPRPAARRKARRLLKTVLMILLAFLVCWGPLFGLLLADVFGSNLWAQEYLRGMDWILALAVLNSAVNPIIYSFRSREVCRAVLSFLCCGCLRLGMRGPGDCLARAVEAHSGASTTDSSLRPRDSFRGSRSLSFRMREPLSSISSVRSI
# NPY-Y1 PAM-ag = potentiates or activates human NPY-Y1 receptor; P25929; NPY-Y1 expressing cells, potentiator/agonist activation; activation, % at 3.6 µM; hit rate 0.37% among 220,000; in the data active means activation above about 33%, passing the limit was not always enough;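 further: cells stimulated with NPY at EC10 then isoproterenol at EC100; 0% = low agonist plus stimulus and 100% = saturating agonist plus stimulus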
# S1P4 antagonist = antagonists of human S1P4 receptor | inhibition, % at 4.98 µM | S1P4-expressing cells, antagonist mode, reporter read-out | AID 1510 | hit rate 0.26% among 220,000; in the data active means inhibition above about 29%;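 further: 0% = wells stimulated with agonist and 100% = vehicle wells without agonist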
# Runt-CBFb FRET = blocks binding of human RUNX1 Runt domain to CBFb. hit rate 0.46% among 220,000. inhibition, % at 20 µM. AID 1496. Cerulean-Runt/Venus-CBFb FRET ratio 530/480, 1 h. Q01196+Q13951;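 active means inhibition over about 50% at 20 µM in the single-dose screen, limit read from the data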;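 further: 0% = DMSO wells and 100% = excess unlabeled CBFb competitor control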
#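 Measured by: fluorescence energy transfer, 422 nm excitation, 530/480 nm emission; Assay system: Cerulean-Runt domain; Medium: Tris pH 7.5 buffer with BSA; Measure: loss of energy transfer signal; Controls: 5 µM unlabeled CBFb as full-inhibition high control; Incubation: protein complex preformed 1 h, compound exposure 1 h, room temperature, dark.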
# Numbers without * were called inactive; · = not tested or not shown.
# Start of the listing, in advance:
No. | SMILES | Ba/F3 V617F tox | BaF3 parental | NPY-Y2 PAM-ag | RBBP9 inhibitor | NPY-Y1 antag | S1P4 ag | NPY-Y1 PAM-ag | S1P4 antagonist | Runt-CBFb FRET
1 | Cc1cc(C(F)(F)F)n(-c2nc(C(=O)NNS(=O)(=O)c3ccccc3[N+](=O)[O-])cs2)n1 | 1 | 8 | -47 | -2 | 7 | 1.6 | -20 | -2 | -2
2 | Cc1ccc2c(Cl)cc(Cl)c(OCC(=O)Nc3cc(C)on3)c2n1 | 0 | 1 | 7 | -3 | -2 | -3.1 | -14 | 7 | -2
3 | Cc1cccc(-c2nnc(SCc3cc(=O)[nH]c4ccccc34)n2C)c1 | -4 | 3 | 2 | -5 | 1 | 0.4 | -11 | -7 | -2
4 | O=C(CN(C1CCCCC1)C1CCCCC1)N1CCc2ccccc2C1 | -4 | 4 | 14 | -10 | 4 | 0.6 | -23 | -6 | -4
5 | N#Cc1cc(NC2CCCC2)c([N+](=O)[O-])cc1C#N | -1 | 5 | 7 | -3 | 2 | 0.2 | 5 | -7 | 0
6 | CN(c1cccc(NC(=O)CN(c2cccc(F)c2)S(C)(=O)=O)c1)S(C)(=O)=O | -2 | 4 | 15 | -5 | -6 | 0.5 | 30 | 1 | 0
7 | CCOC(=O)c1ccc(Nc2ccc([N+](=O)[O-])cn2)cc1 | -6 | 1 | 3 | 3 | 3 | 0.8 | 15 | -23 | -41
8 | CCc1nc(N2CCN(C(=O)c3ccccc3)CC2)c(C#N)c2c1COC(C)(C)C2 | 3 | 8 | 2 | -7 | -6 | 4.2 | 8 | -17 | 0
9 | CCOC(=O)N1CCN(C(=O)CN(c2ccccc2OC)S(=O)(=O)c2ccc(OC)cc2)CC1 | 3 | 8 | 3 | -5 | -5 | 0.5 | 2 | -12 | 1
10 | Cc1c(NC(=O)OCc2ccccc2)c(=O)n(-c2ccccc2)n1C | 0 | 6 | 6 | -3 | -2 | 0.7 | -3 | 6 | -1
11 | Brc1ccc(/C=N/N2CCN(C3c4ccccc4-c4ccccc43)CC2)s1 | 3 | 0 | -4 | -1 | 4 | -0.8 | 23 | -15 | 2
12 | Cn1c(=O)c2c(nc(Br)n2CCSc2ncccn2)n(C)c1=O | -3 | 2 | 9 | -3 | 1 | 2.9 | 7 | 0 | 0

# The list itself (from the top)
No. | SMILES | Ba/F3 V617F tox | BaF3 parental | NPY-Y2 PAM-ag | RBBP9 inhibitor | NPY-Y1 antag | S1P4 ag | NPY-Y1 PAM-ag | S1P4 antagonist | Runt-CBFb FRET
1 | Cc1cc(C(F)(F)F)n(-c2nc(C(=O)NNS(=O)(=O)c3ccccc3[N+](=O)[O-])cs2)n1 | 1 | 8 | -47 | -2 | 7 | 1.6 | -20 | -2 | -2
2 | Cc1ccc2c(Cl)cc(Cl)c(OCC(=O)Nc3cc(C)on3)c2n1 | 0 | 1 | 7 | -3 | -2 | -3.1 | -14 | 7 | -2
3 | Cc1cccc(-c2nnc(SCc3cc(=O)[nH]c4ccccc34)n2C)c1 | -4 | 3 | 2 | -5 | 1 | 0.4 | -11 | -7 | -2
4 | O=C(CN(C1CCCCC1)C1CCCCC1)N1CCc2ccccc2C1 | -4 | 4 | 14 | -10 | 4 | 0.6 | -23 | -6 | -4
5 | N#Cc1cc(NC2CCCC2)c([N+](=O)[O-])cc1C#N | -1 | 5 | 7 | -3 | 2 | 0.2 | 5 | -7 | 0
6 | CN(c1cccc(NC(=O)CN(c2cccc(F)c2)S(C)(=O)=O)c1)S(C)(=O)=O | -2 | 4 | 15 | -5 | -6 | 0.5 | 30 | 1 | 0
7 | CCOC(=O)c1ccc(Nc2ccc([N+](=O)[O-])cn2)cc1 | -6 | 1 | 3 | 3 | 3 | 0.8 | 15 | -23 | -41
8 | CCc1nc(N2CCN(C(=O)c3ccccc3)CC2)c(C#N)c2c1COC(C)(C)C2 | 3 | 8 | 2 | -7 | -6 | 4.2 | 8 | -17 | 0
9 | CCOC(=O)N1CCN(C(=O)CN(c2ccccc2OC)S(=O)(=O)c2ccc(OC)cc2)CC1 | 3 | 8 | 3 | -5 | -5 | 0.5 | 2 | -12 | 1
10 | Cc1c(NC(=O)OCc2ccccc2)c(=O)n(-c2ccccc2)n1C | 0 | 6 | 6 | -3 | -2 | 0.7 | -3 | 6 | -1
11 | Brc1ccc(/C=N/N2CCN(C3c4ccccc4-c4ccccc43)CC2)s1 | 3 | 0 | -4 | -1 | 4 | -0.8 | 23 | -15 | 2
12 | Cn1c(=O)c2c(nc(Br)n2CCSc2ncccn2)n(C)c1=O | -3 | 2 | 9 | -3 | 1 | 2.9 | 7 | 0 | 0
13 | COc1cccc(N2CCN(C(=O)c3ccc(CSc4nc5ccncc5[nH]4)cc3)CC2)c1 | 2 | 4 | 3 | 5 | -1 | 0.9 | 1 | 27 | 1
14 | CC1CN(c2ccccc2)C(=O)CS1 (configuration not stated) | -5 | 0 | 2 | -1 | 2 | -0.8 | -16 | -19 | 3
15 | Cc1cc(C(=O)O)sc1C | -4 | -2 | 31 | -4 | -3 | 1.2 | 0 | -12 | ·
16 | CCOC(=O)c1cccc(NC(=O)c2ccco2)c1 | 2 | 8 | 9 | -9 | 4 | -0.4 | 0 | -11 | 0
17 | CN1C(=O)S/C(=C\c2ccccc2OCc2ccc(C(=O)O)cc2)C1=O | 0 | 2 | 5 | 6 | -4 | 1.2 | -11 | 0 | -1
18 | O=c1[nH]c(CN2CCc3ccccc3C2)nc2ccccc12 | 3 | -1 | -1 | 4 | 5 | 2.2 | 4 | 5 | 0
19 | CCOc1ccc(-n2c(Cc3cc(=O)[nH]c(=O)[nH]3)nnc2SCC(=O)NC2CCCC2)cc1 | 1 | 2 | 0 | -6 | -3 | -0.9 | -7 | -18 | 2
20 | COCCn1c(-c2ccccc2)nc2c(c(=O)c3ccccc3n2C)c1=O | -7 | -1 | -12 | 1 | 0 | 0.5 | -10 | -17 | 1
21 | CC1(C)CC(O)(CNCc2ccc3c(c2)OCO3)CCO1 (configuration not stated) | -1 | 0 | -5 | 0 | 2 | 0.7 | 12 | 14 | -4
22 | Cc1cnc(-c2nnc(N(C)C(=O)c3cccnc3)s2)cn1 | -3 | 6 | -1 | 0 | -3 | 0.7 | 14 | -26 | 0
